# From PubChem
# D1 potentiator = enhances dopamine response at the human D1 receptor; potentiation, % at 10 µM; HEK293 TREx D1 cells, calcium flux, dopamine EC20 potentiation; P21728; 0.036% of 360,000 active; AID 504651; in the data active = potentiation above about 30%; also: 0% is about no effect
# D2 PAM = positive allosteric modulators of human D2 dopamine receptor; AID 485347; potentiation, % at 10 µM; P14416; HEK293 T-REx D2, calcium flux, EC20 dopamine potentiation; 0.34% of 340,000 active;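 active = potentiation over 3 SD above the plate norm, cut at about 30% in these data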; also: 0% is about no effect
#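 Cells plated with tetracycline inducer and held overnight at 30 C; calcium dye loaded 30–90 min at room temperature; baseline taken, compound added and read 180 s; EC20 dopamine then added and read 180 s.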
# RXFP1 ag = activates the human relaxin receptor RXFP1 | Q9HBX9 | HEK293T-RXFP1 cAMP TR-FRET, 30 min; response scale: percent of porcine relaxin response, buffer zero | Potency, µM (highest dose often 57.5 µM), for the others: at the highest dose activation, hits mostly activators | 0.3% of 370,000 active | AID 2676; also: potency is read from the fitted curve at half-maximal effect; % is scaled to controls: 0 for no effect and ±100 for the full control effect; nearly all actives have a fitted effect of over 60% in size; many of its hits are not listed in these tables
# Target sequence (Q9HBX9 whole entry, looked up): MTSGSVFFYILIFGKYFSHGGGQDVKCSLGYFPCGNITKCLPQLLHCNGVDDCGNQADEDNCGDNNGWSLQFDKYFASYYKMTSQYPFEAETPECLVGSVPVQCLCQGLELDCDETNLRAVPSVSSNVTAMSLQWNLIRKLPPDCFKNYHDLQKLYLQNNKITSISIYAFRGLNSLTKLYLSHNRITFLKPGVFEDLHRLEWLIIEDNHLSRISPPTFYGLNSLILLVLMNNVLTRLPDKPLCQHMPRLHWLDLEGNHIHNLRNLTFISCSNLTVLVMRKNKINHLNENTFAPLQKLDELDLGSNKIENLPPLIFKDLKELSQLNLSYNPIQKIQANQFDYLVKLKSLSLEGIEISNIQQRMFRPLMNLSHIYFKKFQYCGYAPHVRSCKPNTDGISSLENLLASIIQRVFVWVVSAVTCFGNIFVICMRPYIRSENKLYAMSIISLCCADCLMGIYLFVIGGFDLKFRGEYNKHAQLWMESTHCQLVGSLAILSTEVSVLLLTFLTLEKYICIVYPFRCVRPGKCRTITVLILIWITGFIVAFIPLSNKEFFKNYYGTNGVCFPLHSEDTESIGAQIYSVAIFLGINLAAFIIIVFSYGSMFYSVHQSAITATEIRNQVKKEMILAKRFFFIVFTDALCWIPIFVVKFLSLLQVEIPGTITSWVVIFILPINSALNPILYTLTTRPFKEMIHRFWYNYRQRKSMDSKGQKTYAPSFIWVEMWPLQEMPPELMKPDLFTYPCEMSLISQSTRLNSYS
#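 cAMP rise read by TR-FRET after 30 min, 37C compound exposure (up to 58 uM) in RXFP1-transfected HEK293 cells with Ro 20174 present. EC50 from Hill-equation fits, with 29 nM porcine relaxin as 100% and buffer as basal.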
# Glioma ERSR ind = induces the endoplasmic reticulum stress response in human glioma cells; U87-MG GRP78 promoter luciferase reporter, 16 h; Potency, µM, for the others: at the highest dose activation, actives largely listed as activators; 0.02% of 420,000 active; also: potency is read from the fitted curve at half-maximal effect; series mostly up to about 76 µM; % of control where 0% means no effect; nearly all actives have a fitted effect of over 35% in size
#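 Stably transfected U87-MG glioma cells carrying a GRP78-based luciferase sensor; 16 h compound incubation. Luminescence end-point read 10 min after Bright-Glo addition at room temperature.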
# Vif-APOBEC3F blk = blocks the Vif interaction with APOBEC3F; HeLa A3F-eYFP + Vif (tagged APOBEC3F with the HIV-1 protein that degrades it), YFP fluorescence increase; Potency, µM (titrated, usually from 46.1 µM), inactives show top-dose activity, negative = active; 0.2% of 390,000 active; also: potency is read from the fitted curve at half-maximal effect; % of control where 0% means no effect; nearly all actives have a fitted effect of over 65% in size
#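 Fluorescence increase (Ex 488/Em 500-530) after overnight compound treatment at 37 deg C flags inhibition of Vif-driven A3F-eYFP loss in stable HeLa A3F-eYFP/Vif cells seeded overnight beforehand.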
# Vif-APOBEC3G blk = inhibitors of Vif-APOBEC3G interaction; HeLa A3G-eYFP + Vif (tagged APOBEC3G with the HIV-1 protein that degrades it), YFP fluorescence, overnight; Potency, µM (titrated, usually from 46.1 µM), for the others: at the highest dose activity, negative = active, most hits filed as inhibitors; 0.076% of 410,000 active; AID 602310;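 also: potency is read from the fitted curve at half-maximal effect; % is scaled to controls: 0 for no effect and ±100 for the full control effect; nearly all actives have a fitted effect of over 60% in size; hits raise eYFP signal because A3G escapes Vif-driven loss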
# Target sequence (Q9HC16 whole entry, looked up): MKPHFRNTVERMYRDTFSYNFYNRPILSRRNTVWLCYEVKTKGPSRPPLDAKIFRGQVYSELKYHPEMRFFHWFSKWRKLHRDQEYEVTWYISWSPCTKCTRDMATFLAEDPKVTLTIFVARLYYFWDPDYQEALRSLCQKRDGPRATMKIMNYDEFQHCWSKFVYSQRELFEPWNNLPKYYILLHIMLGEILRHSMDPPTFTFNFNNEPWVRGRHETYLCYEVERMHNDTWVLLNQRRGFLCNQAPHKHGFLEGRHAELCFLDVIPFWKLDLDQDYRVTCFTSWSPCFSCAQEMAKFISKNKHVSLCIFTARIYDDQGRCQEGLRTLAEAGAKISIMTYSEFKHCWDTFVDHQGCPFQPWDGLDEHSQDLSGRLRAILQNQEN
#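 HeLa cells stably expressing Vif and C-terminally eYFP-tagged A3G, seeded overnight at 37 deg C, then exposed to compound by pintool overnight at 37 deg C. Rise in yellow fluorescence (Ex 488/Em 500-530, Acumen) marks blocked Vif-driven A3G degradation.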
# D1 ag = activates the human D1 dopamine receptor. P21728. HEK293 T-REx D1 cells, calcium flux, agonist mode. activation, % at 2 µM. 1% of 360,000 active. AID 504660; in the data active = activation above about 30%; also: 0% is about no effect
#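 Agonism was scored from calcium flux recorded over 180 s (1 read/s) after pintool compound addition, following a 10-cycle baseline. Cells were inducible force-coupled HEK293 TREx D1, plated overnight at 30 C and loaded with no-wash calcium dye.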
# D1 antag = antagonists of human D1 dopamine receptor; P21728; HEK293 TREx D1 cells, calcium flux, dopamine EC80; stronger effect = lower value; activity change, negative = inhibition, % at 10 µM; 3.2% of 360,000 active; AID 504652; in the data active = activity change below about -30%; also: % is scaled to controls: 0 for no effect and ±100 for the full control effect
#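 Inducible Hek293 Trex D1 cells (tetracycline, overnight, 30 C). Calcium dye 30–90 min RT. Antagonist mode: EC80 dopamine added after 180 s compound read.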
# RXFP1 antag = blocks the human relaxin receptor RXFP1 | Q9HBX9 | HEK293-RXFP1, relaxin-stimulated cAMP HTRF, 30 min; stronger effect = lower value | activity change, negative = inhibition, % at 57.5 µM | 0.59% of 350,000 active | AID 1259400;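 active = activity change of -60% or lower, but not beyond a set lower limit; inconclusive = change between -60% and -40%, or beyond the set limit; inactive = change above -40%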; also: % is scaled to controls: 0 for no effect and ±100 for the full control effect
# * marks the source's active call; other numbers are inactive results; ? = inconclusive; / = not tested or not shown; & = joins results of further samples. Unless noted, calls follow the shape of the dose curve; as a rule, active = well fitted curve in the direction sought with a large enough effect; inconclusive = small, poorly fitted or top-dose-only effect, or another doubt; inactive = no such curve, though single readings can be large; an effect the other way counts as inactive or inconclusive.
smiles | D1 potentiator | D2 PAM | RXFP1 ag | Glioma ERSR ind | Vif-APOBEC3F blk | Vif-APOBEC3G blk | D1 ag | D1 antag | RXFP1 antag
C/C(=N\N=c1/scc(C)n1Cc1ccco1)c1cccc([N+](=O)[O-])c1 | -0.1 | 0.1 | 0.3% | 0.0% | 2.1% | -4.5% | 0.6 | -0.3 | -8.8
COc1ccc(C2CC(C(F)(F)F)n3nc(CO)c(Cl)c3N2)cc1OC (configuration not stated) | 1.9 | 15.4 | 4.5% | 0.0% | 1.5% | -0.8% | 2.6 | -19.0 | 10.9
O=C(NNC(=S)NCc1ccc(Cl)cc1)c1ccc(Br)o1 | 0.1 | -23.0 | -1.8% | 0.0% | 6.9% | -6.1% | 10.5 | 5.2 | 14.1
COC(C(=O)NCc1ccccc1C)c1ccccc1 (configuration not stated) | 1.2 | 5.8 | -1.4% | -2.8% | -2.5% | 1.5% | -0.3 | -11.0 | -0.4
Cc1cc(C)c(NC(=O)Cn2nnc(C(=O)NCCc3ccccc3)c2N)c(C)c1 | -4.0 | 17.0 | 0.5% | -4.1% | 12.2% | 0.2% | 1.0 | -9.5 | 15.6
CCCCN1C(=O)N(C)C2NC(=O)NC21 (configuration not stated) | -3.2 | 0.1 | 0.8% | -5.8% | -2.8% | -4.7% | 5.2 | 3.8 | -2.9
COc1ccccc1-c1cc(C(F)(F)F)n2ncc(C(=O)N3CCc4ccccc4C3)c2n1 | -1.1 | 0.7 | 1.0% | -3.5% | 4.7% | -0.5% | 6.9 | 2.6 | -0.5
CCS(=O)(=O)N1CCC(C(=O)NCCN2CCOCC2)CC1 | 6.4 | 2.5 | 0.2% | -3.6% | -5.4% | -0.2% | 2.5 | 2.0 | -4.5
CC(C)Sc1nnc(NC(=O)CCc2ccccc2)s1 | 3.4 | -0.6 | 0.4% | -0.7% | -10.8% | 0.9% | 3.8 | -4.0 | -7.0
CCC(C)c1ccccc1OCC(=O)Nc1ccc(S(=O)(=O)Nc2cc(C)on2)cc1 (configuration not stated) | 1.9 | 6.5 | 0.1% | -2.9% | -5.9% | -3.6% | -0.4 | -0.3 | /
COc1cc(-n2c(=O)c3ccccc3n(CC(=O)c3ccc(Br)cc3)c2=O)cc(OC)c1OC | -3.2 | / | 5.5% | -1.8% | 6.6% | -10.9% | 3.0 | -6.0 | 2.0
CCCCc1ccc(NC(=O)N2CCNC(=O)C2CC(=O)Nc2ccsc2C(=O)OC)cc1 (configuration not stated) | 1.7 | 4.3 | 0.0% | -1.7% | 2.6% | -3.4% | 0.6 | 2.2 | -31.2

# Another view of some results above.
# Order of results: D1 potentiator	D2 PAM	RXFP1 ag	Glioma ERSR ind	Vif-APOBEC3F blk	Vif-APOBEC3G blk	D1 ag	D1 antag	RXFP1 antag
Cc1cc(C)c(NC(=O)Cn2nnc(C(=O)NCCc3ccccc3)c2N)c(C)c1
    -4.0	17.0	0.5%	-4.1%	12.2%	0.2%	1.0	-9.5	15.6
CCCCN1C(=O)N(C)C2NC(=O)NC21 (configuration not stated)
    -3.2	0.1	0.8%	-5.8%	-2.8%	-4.7%	5.2	3.8	-2.9
COc1ccc(C2CC(C(F)(F)F)n3nc(CO)c(Cl)c3N2)cc1OC (configuration not stated)
    1.9	15.4	4.5%	0.0%	1.5%	-0.8%	2.6	-19.0	10.9

# (listing goes on)
smiles | D1 potentiator | D2 PAM | RXFP1 ag | Glioma ERSR ind | Vif-APOBEC3F blk | Vif-APOBEC3G blk | D1 ag | D1 antag | RXFP1 antag
COCCn1c(-c2ccc(F)cc2)nc2cccnc21 | -6.4 | -11.9 | 2.7% | -1.7% | -0.8% | -2.7% | 1.3 | 5.2 | -5.3
CC1CN(C(=S)Nc2cccc(F)c2)CC(C)O1 (configuration not stated) | -0.9 | -4.7 | 0.0% | -5.7% | 1.8% | -5.2% | 2.7 | -5.7 | -10.7
CN(C)S(=O)(=O)c1cccc(C(=O)NCc2cccs2)c1 | -6.8 | -5.2 | -0.3% | -5.5% | -2.6% | -0.5% | 2.4 | -15.6 | 0.2
CCOC(=O)C1(Cc2cccc(Cl)c2)CCCN(C(=O)CCSC)C1 (configuration not stated) | -3.0 | -9.2 | -1.1% | 3.5% | -1.5% | 2.4% | 1.5 | -6.1 | 1.8
O=C(NCC1CCCO1)C1CC(=O)N(C2CCCC2)C1 (configuration not stated) | -5.6 | -1.2 | 2.3% | 1.3% | -2.1% | -0.4% | 3.4 | -14.0 | -5.6
Nc1nnc(Cc2ccccc2F)s1 | 1.4 | 12.9 | -0.3% | -7.1% | 7.3% | -4.6% | 1.0 | 3.0 | 4.8
CCC(=O)Nc1ccc2nc(SCc3ccccc3)sc2c1 | -1.4 | -24.8 | -1.3% | / | / | / | 1.6 | -23.1 | -5.7
Cc1cc(-c2n[nH]c(=S)n2/N=C/C=C/c2ccccc2)n[nH]1 | -5.5 | 6.4 | -1.0% | -1.8% | -3.5% | -3.6% | 1.3 | -10.3 | 13.7
Cc1ccc2cc(NC(=O)c3ccccc3)ccc2n1 | -2.9 | 1.1 | 1.3% | -10.2% | -6.1% | -3.0% | 0.7 | -0.6 | -1.4
O=C(C1CCCN(Cc2ccccc2F)C1)N1CCCCC1 (configuration not stated) | -2.0 | -4.8 | 0.0% | -4.2% | 10.8% | -12.8% | 0.9 | 4.6 | -4.6
Cn1c2c(c3ccccc31)CCN1CCC[C@]21c1ccccc1 | -0.1 | -3.9 | -3.3% | -5.5% | -15.4% | -2.2% | 0.7 | -8.6 | -22.4
CC(C)(C)c1nnc(N/N=C/c2ccccc2)n(N)c1=O | -0.3 | 9.7 | 1.3% | 8.3% | -15.9% | -8.7% | 0.3 | 11.1 | 10.3
CCCn1c(N)c(C(=O)CSc2ncn[nH]2)c(=O)n(C)c1=O | -7.2 | 12.1 | 2.6% | -2.0% | -5.6% | -3.7% | 0.9 | 4.8 | -4.1
CCOC(=O)c1c(C)c(-c2ccccc2)n(CC(=O)NC2CCCCC2)c1C | -2.6 | -0.3 | 1.8% | -1.0% | -12.1% | -2.1% | 0.4 | -12.5 | /
COc1ccc(NC(=O)CCS(=O)(=O)c2cccc3nonc23)cc1Cl | -2.9&3.1 | -15.3 | -2.3%&-1.7% | -1.7%&-1.9% | 1.3%&1.3% | -6.7%&-1.1% | -2.6&-0.8 | 12.1&-16.4 | 1.9
O=C(CN1C(=O)NC2(CCCCCCC2)C1=O)NCc1cccs1 | -3.4 | 9.0 | 1.1% | -3.0% | 0.2% | 0.4% | 2.5 | 10.5 | -1.9
O=C(c1cccc(S(=O)(=O)N2CCN(c3ccccc3)CC2)c1)N1CC=C(c2ccccc2)CC1 | 4.0 | -3.0 | 0.1% | -8.3% | -0.7% | 0.9% | 2.9 | -3.2 | 1.9
CSc1ncc(Cl)c(C(=O)NCc2ccc(C)cc2)n1 | 1.4 | 11.0 | -0.3% | -2.1% | 0.2% | -1.4% | -1.6 | 5.9 | /
Cc1ccc(CCN2CCN=C2N(C)C)cc1 | 3.1 | 5.9 | -0.5% | -4.0% | 0.5% | -0.3% | 2.4 | 13.1 | /
O=C(NCCCN1CCOCC1)c1cc(S(=O)(=O)N2CCOCC2)c(Cl)cc1Cl | / | 6.8 | -1.0% | -6.1% | -12.6% | 2.5% | 7.5 | 1.2 | -0.5
C/C(=N\NC(=S)Nc1ccc(C)c(C)c1)c1ccc(N2CCOCC2)cc1 | -4.7 | -5.1 | -1.0% | -4.6% | 0.8% | 0.0% | 4.4 | -3.9 | /
CCn1cnc2cc(NCc3ccc(OC)cc3)ccc21 | -6.3 | 10.5 | -2.0% | 0.0% | -0.3% | -0.8% | 6.9 | -7.1 | 10.6
COc1cc(CN(C2CCCCC2C)S(=O)(=O)c2ccc(S(=O)(=O)NC3CC3)cc2)cc(OC)c1OC (configuration not stated) | 13.6 | -5.8 | 2.4% | -4.9% | 0.6% | -0.1% | 2.1 | 5.6 | 5.5
COc1ccccc1Nc1nc(-c2cccc([N+](=O)[O-])c2)nc2ccccc12 | -2.3 | -9.8 | -2.1% | 1.4% | -2.2% | 0.5% | 6.8 | -0.1 | 3.0
COC(=O)c1ccccc1OC(=O)c1ccc(Br)o1 | -5.3 | -10.2 | 1.0% | -3.5% | 2.6% | 2.0% | 1.3 | 9.8 | -4.7
O=C(CN(Cc1ccccc1)C(=O)c1ccc2c(c1)OCCO2)NCc1ccc2c(c1)OCO2 | -7.0 | -13.3 | -0.1% | -3.2% | -0.9% | -4.4% | 5.2 | 4.8 | 1.1
Cc1nnc(SCC(=O)Nc2ccc(OC(F)F)c(Cl)c2)n(N)c1=O | / | / | / | 2.9% | -6.4% | -8.4% | / | / | -2.4
O=C(NCC1CCCO1)c1ccc(CS(=O)(=O)Cc2ccc(F)cc2)o1 (configuration not stated) | -0.2 | 15.2 | 1.8% | -5.9% | / | -3.3% | 1.7 | 3.7 | -7.1
OCCN1CCN(C2CCC(c3ccc(F)cc3)c3ccc(F)cc32)CC1 (configuration not stated) | / | / | / | -4.4% | 2.7% | -5.2% | / | / | -37.9
COc1cc(NC(=O)CCc2nnc3ccc(NCc4ccco4)nn23)cc(OC)c1 | 1.7 | 0.8 | -1.1% | -5.9% | -3.0% | -1.5% | 3.4 | -2.1 | 4.4
CNC(=O)c1ccc2nc(NC(C)=O)sc2c1 | -1.1 | 7.1 | 0.1% | -0.4% | 0.0% | -15.1% | 0.8 | -6.2 | 4.1
CCc1nc2oc3ccc(C)cc3c(=O)c2cc1C(=O)OC | 0.7 | -4.8 | ? | 7.8% | 0.2% | 2.8% | 1.0 | 8.7 | -5.8
O=C(Cn1c(=O)n(Cc2ccco2)c(=O)c2sc3ccccc3c21)Nc1ccccc1C(F)(F)F | -2.5 | -2.0 | 22.1% | -3.1% | ? | -0.4% | 1.9 | 5.1 | /
COc1c(C(=O)Nc2nccs2)ccc2ccccc12 | -10.8 | 9.6 | 3.2% | 2.1% | -10.3% | 0.2% | 0.9 | -19.8 | -9.3
CN(C(=O)c1c[nH]c(=O)cc1C(F)(F)F)c1ccc(Cl)c(Cl)c1 | 2.0 | -3.3 | 4.5% | -1.1% | 10.6% | 0.3% | 0.0 | -6.3 | 9.6
CC1(N2CCOCC2)CC2(O)C(=[N+]1[O-])CCc1nonc12 (configuration not stated) | -2.8 | -8.7 | 1.0% | / | / | / | 1.3 | 2.2 | /

# Only part of the results is shown; rates above refer to the full screens.
